# Assay outcomes deposited in PubChem BioAssay by Broad Institute.
# DENV2 CPE = protects cells from dengue virus 2 cytopathic effect; AID 651640; CPE inhibition, % at 9.99 µM; DENV2-infected cells, cytopathic effect rescue, plate reader; 350,000 tested, 1.7% active; in the data active means CPE inhibition above about 20%, passing the limit was not always enough; inconclusive means no clear call, values can overlap the other calls; tested in BHK-21 cells;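 further: 0% = median of neutral control wells and 100% = median of positive control wells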
# GSIS activator = GLuc luminescence reporter in INS-1E cells, primary screen for activators of glucose-dependent secretion of insulin. activation, % at 16.6 µM. INS-1E GLuc reporter insulin secretion, 2-3 h. 370,000 tested, 0.61% active;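 active means lowest replicate activation of at least 40%, so every replicate reaches that level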;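 further: 0% = median of neutral control wells and 100% = median of IBMX positive control wells; some compounds called inactive have numbers as strong as hits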
# EWS-Fli block = inhibitors of EWS/Fli oncoprotein transcriptional activity; AID 651661; A673 NR0B1-luciferase reporter, viability-normalised; 350,000 tested, 0.67% active; inhibition, % at 12.6 µM;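 active means mean inhibition of at least 50% after viability correction, with every replicate also passing that limit; inconclusive means mean reaches 50% but only one of two replicates passes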;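 further: firefly luciferase signal divided by Alamar Blue viability fluorescence both relative to DMSO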
# Xi reactivation = X-chromosome reactivation activator; XiGFP mouse fibroblasts, % GFP-positive cells imaging, 3 d; cells co-treated with 5-aza-dC sensitizer; scaled so ellipticine positive control = 100%; activation, % at 7.58 µM; 360,000 tested, 0.055% active; AID 743238;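 active means mean normalized replicate activation at least 10% and every replicate at or above 10%; inconclusive means only one of the two criteria met; inactive means mean below 10% and not all replicates reach 10%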;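 further: 0% = median of on-plate neutral control wells and 100% = ellipticine 6 µM median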
#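 Assay system – SV40-immortalized XiGFP fibroblast cells, line 68-5-11 · Buffer or medium – DMEM supplemented with 5-aza-dC as sensitizing agent · Dosing – one concentration, pinned · Benchmarks – positive control ellipticine, 6 µM final · Times – 3 days compound exposure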
# ERp5 inh = blocks human ERp5 reductase activity on insulin | Q15084 | ERp5 insulin aggregation, absorbance 650 nm, 90 min | inhibition, % at 9.99 µM | AID 651711 | 350,000 tested, 0.05% active;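 active means mean replicate inhibition above about 25%, with every replicate also reaching it, limit read from the data, passing the limit was not always enough; inconclusive means only one of those two criteria met; inactive means neither criterion met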
# Target sequence (Q15084 whole entry, looked up): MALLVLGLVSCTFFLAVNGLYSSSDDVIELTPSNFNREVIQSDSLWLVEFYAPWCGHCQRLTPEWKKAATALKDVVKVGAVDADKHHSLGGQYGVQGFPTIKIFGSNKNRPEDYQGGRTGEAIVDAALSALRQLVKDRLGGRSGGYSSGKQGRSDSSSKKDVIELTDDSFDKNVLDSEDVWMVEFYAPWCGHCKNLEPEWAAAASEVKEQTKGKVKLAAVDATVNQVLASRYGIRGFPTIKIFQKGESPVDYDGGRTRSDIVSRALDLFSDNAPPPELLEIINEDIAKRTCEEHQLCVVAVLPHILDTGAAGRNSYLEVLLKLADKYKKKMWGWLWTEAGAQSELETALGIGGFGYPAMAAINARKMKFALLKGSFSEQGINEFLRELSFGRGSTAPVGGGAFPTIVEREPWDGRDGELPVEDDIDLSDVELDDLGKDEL
# ARNT TACC3 PPI = ARNT/TACC3 interaction disruption; Q9Y6A5; AlphaScreen His-ARNT PAS-B/GST-TACC3 binding, luminescence; TACC3 fragment carries E629A point mutation; inhibition, % at 9.99 µM; 390,000 tested, 0.66% active;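 active means mean inhibition of replicates at least 50% and at least half of replicates each reaching 50%; inconclusive means half or more replicates reach 50% but mean below 50%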;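 further: 0% = complete ARNT plus TACC3 wells and 100% = ARNT alone without TACC3; many hits fall short of the cut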
# CFTR F508del cor = correctors of CFTR F508del function in bronchial epithelial cells; CFBE cells, YFP halide quenching; stimulated with forskolin plus potentiator P3; % fluorescence drop versus neutral controls; 350,000 tested, 0.36% active; activity (quench increase), % at 7.58 µM;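 active means mean added fluorescence quench of at least 8% versus neutral control, with both replicates also reaching 8%; inconclusive means only one of the mean or replicate conditions met; inactive means mean below 8% and not both replicates reaching 8%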;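 further: cells transiently co-express mutant CFTR-F508del with the halide-sensitive YFP; corrector assay measuring rescue of mutant channel to the surface after 24 h compound exposure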
# PAX8 reporter = PAX8 transcriptional activity inhibition; RMG-I TPO-luciferase reporter, SteadyGlo, 24 h; inhibition, % at 12.6 µM; 360,000 tested, 1.2% active; AID 652154;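 active means mean replicate inhibition at least 60% with every replicate also reaching 60%; inconclusive means only one of the two criteria is met; inactive means mean below 60% and not all replicates reaching 60%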;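 further: luciferase light reporting Pax8 driven TPO promoter activity; plate controls were median of neutral control wells for no effect and mitoxantrone controls for full effect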
# Numbers without * were called inactive; ? = inconclusive; · = no result given.
SMILES,DENV2 CPE,GSIS activator,EWS-Fli block,Xi reactivation,ERp5 inh,ARNT TACC3 PPI,CFTR F508del cor,PAX8 reporter
COc1ccc(C(=O)Nc2ccccc2N2CCCC2)cc1,2.1,22.3,5.5,0.1,0.4,-1.0,-0.9,-17.0
COc1ccc(C(=O)Nc2ccc(NC(=O)c3cccs3)c(OC)c2)cc1Cl,4.3,-1.4,-13.0,-0.1,2.9,2.7,-0.3,3.9
CCCc1ccc(C(=O)NNc2ccc(F)cc2)cc1,-1.7,·,-19.5,0.0,0.4,-7.1,-0.7,15.2
O=c1[nH]cc(S(=O)(=O)c2ccccc2)[nH]1,1.5,-7.2,2.3,0.0,1.7,-2.7,1.1,6.3
CC(=O)Nc1cccc(NC(=O)CSc2nccn2Cc2ccco2)c1,-6.0,4.6,·,0.0,4.4,17.5,-1.3,-17.6
COc1ccc(S(=O)(=O)Nc2ccc3c(c2)CC(=O)N([C@H](C)CO)C[C@H](C)[C@@H](CN(C)C(=O)NC(C)C)O3)cc1,21.3*,14.7,-8.4,0.3,-2.4,7.9,-0.5,·
CCCCOc1ccc(N=Cc2cccs2)cc1,2.9,·,-12.7,-0.1,5.4,·,·,8.9
CO[C@H]1CC[C@@H]2CCOc3ccc(C#N)cc3C(=O)N(C)C[C@@H](C)C(=O)N(C)C[C@H]1O2,-3.3,-3.1,-0.5,-0.1,-2.7,-4.2,·,6.7
O=C(CCN1CCN(Cc2ccccc2)CC1)NNC(=O)c1cc2ccccc2o1,3.3,-1.1,-6.7,0.3,-1.1,·,-3.7,-1.3
O=C(Cc1ccc(Cl)cc1Cl)OCC(=O)N1CCCCC1,6.7,19.5,-0.8,0.0,0.5,1.1,1.5,-8.5
C=CCn1c(=O)c(C(=O)NC(C)c2ccccc2)c(O)c2ccccc21 (stereo not drawn),-1.1,1.4,1.7,0.0,3.0,-3.6,-8.8,-1.3
CCCCCCC(=O)Nc1nc(C)c(-c2csc(Nc3cc(Cl)ccc3C)n2)s1,8.3,3.0,9.5,0.0,23.6,5.2,-0.8,11.3
O=C(NNc1nc(-c2ccccc2)c2cc(Br)ccc2n1)c1ccc(S(=O)(=O)N2CCCCC2)cc1,·,-32.4,·,0.2,·,5.5,·,-5.0
COCCNc1nc(NCCN2CCNC2=O)c2sc(-c3ccccc3)cc2n1,2.8,10.6,-14.1,0.0,-5.7,·,3.7,-15.4
Cc1noc(C)c1S(=O)(=O)Nc1ccc2c(c1)CC(=O)N([C@H](C)CO)C[C@@H](C)[C@@H](CN(C)C(=O)Nc1ccc(F)cc1)O2,-10.0,-9.8,21.9,0.0,-15.5,1.8,2.0,-22.1
CC1(C)CN(Cc2cccnc2)C(=O)[C@H]1CC(=O)Nc1ccc(Br)cc1,30.1*,2.8,-5.2,·,0.3,·,0.4,0.1
C[C@@H]1CN([C@H](C)CO)C(=O)c2cc(NC(=O)C3CC3)ccc2O[C@H]1CN(C)Cc1ccncc1,0.1,11.6,6.9,0.1,8.4,5.0,2.2,6.3
CC(=O)Nc1ccc(C(=O)COC(=O)c2ccco2)c(F)c1,-4.9,3.4,-21.8,0.1,-5.3,-1.3,-2.4,-42.4
CCCCn1c(N)c(N(CC(C)C)C(=O)CCCc2cccs2)c(=O)[nH]c1=O,-8.1,2.6,·,0.0,2.3,9.8,-2.0,8.9
C[C@@H]1CN([C@@H](C)CO)C(=O)c2cc(-c3ccc(C#N)cc3)cnc2O[C@@H]1CN(C)Cc1cccnc1,-4.2,11.6,-0.9,0.0,-6.5,-2.9,2.4,·
O=C(COC(=O)COc1ccccc1)NCCC1=CCCCC1,8.3,10.8,0.6,-0.1,4.7,-0.2,-1.9,-3.0
CC1(C)Oc2ccc3ccc(=O)oc3c2[C@H](O)[C@H]1O,·,8.7,3.4,0.0,6.0,-13.5,2.0,-7.8
CNC[C@H]1OCCCC[C@@H](C)Oc2ccc(NC(=O)NC3CCCCC3)cc2C(=O)N([C@H](C)CO)C[C@@H]1C,7.0,8.1,0.2,0.3,2.0,1.0,3.1,-5.6
COc1ccc(S(=O)(=O)N(C)C[C@H]2Oc3ccc(NC(=O)Nc4ccc(F)cc4)cc3C(=O)N([C@H](C)CO)C[C@@H]2C)cc1,0.2,-26.4,3.3,-1.0,1.5,19.6,1.2,·

# 3 entries drawn at random from the list so far, as already listed:
SMILES,DENV2 CPE,GSIS activator,EWS-Fli block,Xi reactivation,ERp5 inh,ARNT TACC3 PPI,CFTR F508del cor,PAX8 reporter
CCCCn1c(N)c(N(CC(C)C)C(=O)CCCc2cccs2)c(=O)[nH]c1=O,-8.1,2.6,·,0.0,2.3,9.8,-2.0,8.9
O=C(NNc1nc(-c2ccccc2)c2cc(Br)ccc2n1)c1ccc(S(=O)(=O)N2CCCCC2)cc1,·,-32.4,·,0.2,·,5.5,·,-5.0
CNC[C@H]1OCCCC[C@@H](C)Oc2ccc(NC(=O)NC3CCCCC3)cc2C(=O)N([C@H](C)CO)C[C@@H]1C,7.0,8.1,0.2,0.3,2.0,1.0,3.1,-5.6

# The listing continues.
SMILES,DENV2 CPE,GSIS activator,EWS-Fli block,Xi reactivation,ERp5 inh,ARNT TACC3 PPI,CFTR F508del cor,PAX8 reporter
CC(=O)N(C)C[C@H]1Oc2cc(-c3cccc(C#N)c3)ccc2S(=O)(=O)N([C@H](C)CO)C[C@H]1C,0.6,11.0,-8.0,-1.2,-1.2,-3.4,-1.7,·
CCCNC(=O)[C@@H]1[C@@H](CO)[C@@H]2Cn3c(ccc(C4=CCCC4)c3=O)[C@@H]2N1C(=O)c1cnccn1,-7.5,-7.0,-0.2,0.1,-3.2,0.5,3.1,13.2
CC1CCCCN1C(=O)COC(=O)c1cccc(NS(=O)(=O)c2ccccc2)c1 (stereo not drawn),-5.2,7.3,-9.8,-0.1,-5.6,0.8,0.0,8.5
C[C@@H]1CN([C@H](C)CO)C(=O)Cc2cc(NC(=O)CCCCCC(=O)Nc3ccccc3N)ccc2O[C@@H]1CN(C)Cc1ccc(Cl)c(Cl)c1,84.2*,-17.1,43.3,0.2,-9.3,-1.1,-0.6,51.8
CCC(=O)N1[C@H](CO)[C@@H](c2ccccc2)C12CN(C(=O)NC1CCCC1)C2,-9.5,-4.8,7.8,-0.1,2.1,·,-1.4,-8.8
Cc1ccc(CNC(=O)c2cc3c(s2)CS(=O)(=O)C3)cc1,-3.0,15.0,7.4,0.1,-3.7,-0.1,2.3,-3.4
Cc1ccc(NN2C(=O)C=CC2=O)cc1,·,18.0,·,-0.2,·,-4.5,·,13.9
Clc1ccc(CCNc2nc3ccccc3n3nnnc23)cc1,6.2,·,-8.9,0.0,4.0,-3.6,2.4,7.6
CCc1ccc(NC(=O)c2cnc3scc(C)n3c2=O)cc1,-0.2,4.0,-87.2,0.1,0.1,1.9,1.2,-55.3
CSCCC(NC(=O)c1ccccc1)C(=O)O (stereo not drawn),3.9,0.8,-3.9,0.0,-0.8,-24.4,6.4,-13.0
CCCN(CC(=O)Nc1ccc(C(N)=O)cc1)CC(=O)Nc1cc(Cl)ccc1Cl,-4.0,-3.8,11.3,0.1,-2.8,-3.7,1.9,-9.3
COc1ccc(S(=O)(=O)N(CC(=O)N2CCOCC2)c2ccc(F)cc2)cc1OC,2.8,-0.8,9.5,0.0,-15.5,-3.3,1.4,8.5
COc1ccc(C2C(O)C(c3c[nH]c4ccccc34)=NN2C(=O)CCl)cc1 (stereo not drawn),0.6,-5.5,62.2*,0.4,3.8,11.7,2.5,117.4*
COc1ccc(NC(=O)N(C)C[C@H]2OCCCC[C@@H](C)Oc3ccc(NC(=O)Nc4cccc5ccccc45)cc3C(=O)N([C@@H](C)CO)C[C@H]2C)cc1,-4.8,8.0,3.4,-1.1,·,0.8,1.7,10.8
COCC(=O)N(C)C[C@@H]1Oc2ncc(C#Cc3ccccc3)cc2C(=O)N([C@H](C)CO)C[C@H]1C,9.0,5.2,-16.8,-0.7,-6.2,-10.1,2.8,·
Cc1cc(OCC(=O)NCc2ccncc2)ccc1Cl,3.0,-11.2,3.9,0.0,0.6,0.2,2.6,-14.5
Cc1ccc(NC(=O)CNCc2cccs2)c(Br)c1,-1.8,-9.6,2.0,0.0,-2.1,-6.6,-2.4,-92.6
CSc1nc(N)nc2c1ncn2CC(=O)NCc1ccccc1,7.6,0.5,-6.5,0.3,-1.2,-4.7,1.0,-8.4
O=c1cc(-c2ccsc2)oc2ccccc12,?,55.0,-71.9,0.0,2.3,-0.5,1.9,-181.9
C[C@H]1CCCCO[C@@H](CN(C)C(=O)NC2CCCCC2)[C@@H](C)CN([C@@H](C)CO)C(=O)c2cc(NC(=O)Nc3ccc(C(F)(F)F)cc3)ccc2O1,0.2,11.5,3.3,0.1,-1.1,-1.1,3.7,87.9*
CC(=O)Nc1ccc(N=Cc2c(O)c3ccccc3oc2=O)cc1,12.8,9.6,-3.9,0.0,1.0,-11.0,-2.4,11.3
Cc1cccn2c(=O)c(/C=C(\C#N)C(=O)NC3CCS(=O)(=O)C3)c(N3CC(C)OC(C)C3)nc12 (stereo not drawn),-1.4,10.5,3.5,0.2,-3.3,1.8,5.9,-12.9
O=C(O)c1cccc(NC(=S)NC(=O)c2ccc(-c3ccc(Cl)cc3)o2)c1,1.5,-10.0,-24.6,0.0,-2.2,-0.5,1.8,-78.2
CCN(CC1CCCO1)C(=O)c1cc(COc2cc(C)c(Cl)c(C)c2)on1 (stereo not drawn),-12.2,-38.1,·,0.0,-0.4,-5.7,1.8,-96.5
Cc1ccc(-n2c(SCC(=O)N3CC(=O)Nc4ccccc43)nc3ccccc3c2=O)cc1C,-5.1,-4.2,4.4,0.3,5.8,-2.2,·,17.9
O=C(NCC1COc2ccccc2O1)C1CCN(S(=O)(=O)c2ccccc2)CC1 (stereo not drawn),6.6,-14.7,-1.2,-0.1,1.0,-12.7,0.9,31.3
CC1CCCCN1CCCNc1ccc(C(CC(N)=O)NC(=O)Cc2ccc(Br)cc2)cc1[N+](=O)[O-] (stereo not drawn),·,6.7,8.1,0.2,-7.6,-1.2,-1.2,-3.3
Cc1ccc(COc2ccc(/C=N/NC(=O)c3nnn(-c4nonc4N)c3COc3ccc(F)cc3)cc2)cc1,-0.8,0.1,-74.8,0.5,0.1,4.5,-3.9,-12.9
CC1CCN(C(=O)c2[nH]cnc2C(=O)N(C)Cc2ccccc2)CC1,-2.9,6.8,-4.8,0.0,3.2,-12.2,-2.1,5.5
O=C(CSc1cccc2cccnc12)N/N=C/c1ccncc1,-3.1,6.5,2.2,0.0,-0.8,61.7*,-3.3,-9.5
COc1ccccc1OCC(=O)OCc1cc(-c2ccco2)on1,6.3,-4.7,0.4,0.1,-0.5,-9.8,1.0,8.5
CC(=O)Nc1ccc(Sc2ncccc2C(=O)Nc2cc(Cl)cc(Cl)c2)cn1,5.6,-15.0,10.0,·,-2.1,-7.5,3.1,·
CC(C)(/C=N/NC(=O)CSCc1ccc(Cl)cc1)CCC#N,1.3,-2.7,6.6,0.3,1.3,6.6,0.2,17.0
CN(C)CC(=O)N[C@@H]1CC[C@@H](CCNC(=O)C2CC2)O[C@H]1CO,3.3,-3.9,17.3,-0.3,2.2,·,-1.0,·
O=C(O)c1ccc(-c2cccc([N+](=O)[O-])c2)o1,-4.3,-1.4,6.5,0.0,1.4,6.1,-0.2,-16.7
FC(F)(F)c1ccccc1Cc1c(-c2ccc(Cl)cc2)nc2ccc(Br)cn12,-11.4,-13.6,-64.2,·,1.1,·,3.6,-115.3
